High-throughput results (PubChem)
Growth percent in the NCI-60 one-dose screen (48 h, 10 µM unless noted): 100 = growth as untreated, 0 = no growth, -100 = all killed.
SK-MEL-5: SK-MEL-5 melanoma | hit rate 6.4% among 80,000 | AID 1794755
SK-MEL-28: SK-MEL-28 melanoma; hit rate 4.1% among 81,000
M14: M14 melanoma; hit rate 6.2% among 80,000
HOP-62: HOP-62 NSCLC. hit rate 3.9% among 80,000
HOP-92: HOP-92 NSCLC cells; hit rate 6.3% among 71,000
A549/ATCC: A549/ATCC NSCLC. hit rate 3.7% among 81,000. AID 1794740
EKVX: EKVX NSCLC; hit rate 3% among 71,000
CCRF-CEM: CCRF-CEM leukemia; hit rate 7% among 77,000; AID 1794778
Starred values were filed as active, the others as inactive; x = not tested or not shown. The calls were made as follows: active = growth percent below 10; inactive = the rest.

SMILES | SK-MEL-5 | SK-MEL-28 | M14 | HOP-62 | HOP-92 | A549/ATCC | EKVX | CCRF-CEM
COc1ccc(C(=O)/C=C/c2ccc(C)cc2)cc1S(=O)(=O)Nc1c(N)nc(SC)[nH]c1=O | 92 | 112 | 84 | 102 | 83 | 75 | 103 | 53
Cn1c(=O)c2[nH]c(CNc3ccc(C(=O)O)cc3)nc2n(C)c1=O | 111 | 112 | 105 | 97 | 113 | 104 | 86 | x
CCCCCCCc1nc2c(c(=O)n(C)c(=O)n2C)n1C | 98 | 95 | 97 | 100 | x | 91 | 89 | 80
Fc1ccccc1/C=C(/C1=NCCN1)n1cnc2ccccc21 | 106 | 95 | 95 | 106 | 74 | 107 | 95 | 108
O=C(NCCNc1cc(-c2cn(-c3ccccc3)nc2-c2cccc(O)c2)ccn1)c1ccc(F)cc1 | 32 | 78 | 52 | 57 | 49 | 39 | 66 | 50
COc1ccc(C(=O)c2cc(OC)c(OC)c(OC)c2)cc1/C=C/C(=O)c1ccc(F)cc1 | 57 | 13 | 73 | 95 | 69 | 91 | 90 | 2.6*
CSc1ccc(NC(=O)Nc2ccccc2)cc1 | 100 | 101 | 97 | 102 | x | x | x | x
C=C1C(=O)O[C@H]2[C@H]1CC/C(COC(=O)NCc1cc(OC)cc(OC)c1)=C\CC[C@@]1(C)O[C@@H]21 | 85 | -20* | -31* | 45 | -22* | 51 | 40 | 2.4*
C/C=C(\C)C(=O)O[C@@H]1C2CC3=C4CC(=O)O[C@@H](c5ccoc5)[C@]4(C)CC[C@@H]3[C@@](C)(C2=O)[C@@H]([C@@H](O)C(=O)OC)C1(C)C | 101 | 106 | 93 | 99 | 69 | 74 | 82 | 90
CCOc1ccc2ncc(C#Cc3cncc(C(=O)Nc4ccc(CN5CCN(C)CC5)c(C(F)(F)F)c4)c3)n2n1 | -83* | -83* | -73* | -47* | -47* | -34* | -66* | 8.0*
O=Cc1ccc(C2NCCc3c2[nH]c2ccccc32)cc1 (stereo unspecified) | 93 | 109 | 89 | 86 | 87 | 95 | 90 | 99
Nc1ccc(CSc2ccc(Cl)cc2)c(Cl)c1 | 94 | 94 | 96 | 90 | 68 | 85 | 87 | 72
Cc1cccc(OCc2nnc(/N=C/c3cc4ccccc4nc3Cl)s2)c1 | 100 | 102 | 96 | 74 | 92 | 100 | 88 | 106
Cc1ccc([N+](=O)[O-])c(O)c1 | 104 | 103 | x | 96 | x | 103 | 104 | 87
CC(=O)N(C(C)=O)C1=NNC(C)(c2ccccc2O)N1C(C)C(=O)O (stereo unspecified) | 98 | 112 | 102 | 96 | 91 | 93 | 92 | 94

Arranged by count of non-hydrogen atoms (rising): some entries from above.
SMILES | SK-MEL-5 | SK-MEL-28 | M14 | HOP-62 | HOP-92 | A549/ATCC | EKVX | CCRF-CEM
Nc1ccc(CSc2ccc(Cl)cc2)c(Cl)c1 | 94 | 94 | 96 | 90 | 68 | 85 | 87 | 72
CSc1ccc(NC(=O)Nc2ccccc2)cc1 | 100 | 101 | 97 | 102 | x | x | x | x
Fc1ccccc1/C=C(/C1=NCCN1)n1cnc2ccccc21 | 106 | 95 | 95 | 106 | 74 | 107 | 95 | 108
Cn1c(=O)c2[nH]c(CNc3ccc(C(=O)O)cc3)nc2n(C)c1=O | 111 | 112 | 105 | 97 | 113 | 104 | 86 | x
Cc1cccc(OCc2nnc(/N=C/c3cc4ccccc4nc3Cl)s2)c1 | 100 | 102 | 96 | 74 | 92 | 100 | 88 | 106
COc1ccc(C(=O)c2cc(OC)c(OC)c(OC)c2)cc1/C=C/C(=O)c1ccc(F)cc1 | 57 | 13 | 73 | 95 | 69 | 91 | 90 | 2.6*

Further entries.
SMILES | SK-MEL-5 | SK-MEL-28 | M14 | HOP-62 | HOP-92 | A549/ATCC | EKVX | CCRF-CEM
Oc1ccc(CSc2nnc(-c3ccncc3)o2)c2cccnc12 | -51* | 40 | 25 | 12 | -21* | 15 | 48 | 26
COc1cccc(/C=N/N=C(N)N)c1OC | 112 | 109 | 103 | 88 | x | 93 | 95 | 96
CCOC(=O)NCCCC(=O)NCCc1ccccc1 | 100 | 114 | 102 | 108 | 111 | 107 | 112 | 108
Cc1[nH]c(-c2nc3ccccc3[nH]2)c(C)c1C(=O)n1ccnc1 | 96 | 101 | 100 | 103 | 91 | 102 | 93 | 97
COc1ccc(-c2nn(-c3cccc(Cl)c3)cc2-c2cc(-c3ccc(Br)cc3)nc(N)n2)cc1 | 95 | 103 | 93 | 88 | 91 | 81 | 92 | 93
Cc1ccc(/C(CN2CCN(c3cc4c(cc3F)c(=O)c(C(=O)O)cn4C3CC3)CC2)=N\O)cc1 | 79 | 93 | 74 | 72 | 77 | 65 | 85 | 104
COC(=O)c1ccccc1C(=O)c1ccc(OC)cc1 | x | 106 | 103 | 100 | 93 | 82 | 129 | 97
O=C(CC1(O)C(=O)Nc2c(Cl)cc(Cl)cc21)c1ccc(F)cc1 (stereo unspecified) | 98 | 108 | 98 | 76 | 82 | 76 | 74 | 94
O=C(C[n+]1cccc2c3ccccc3ccc21)c1ccc(Br)cc1 | 80 | 98 | 84 | 76 | 51 | 84 | 82 | 83
Fc1ccc(CNCCNc2ncnc3c2cnn3-c2ccccc2)cc1 | 87 | 110 | 103 | 90 | 62 | 92 | x | 87
O=[N+]([O-])c1ccc(/C=N/N2CCNC2=S)o1 | 103 | 123 | 108 | 106 | 111 | 105 | x | 73
CCOC(=O)c1c(C)oc2ncnc(N3CCN(C(=O)COc4ccc(C(C)(C)C)cc4)CC3)c12 | 35 | 85 | 75 | 91 | 63 | 86 | 74 | 76
CCOC(=O)c1c[nH]c(=O)cc1O | 98 | 110 | 100 | 97 | 105 | 82 | 98 | 116
Cc1ccc(-n2cc(/C=C/C(=O)c3ccc(S(C)(=O)=O)cc3)c(-c3ccc(S(C)(=O)=O)cc3)n2)cc1 | 94 | 93 | x | 89 | 115 | 103 | 93 | 78
O=C1[C@H]2Cc3c([nH]c4ccccc34)[C@H](c3ccc(Br)cc3)N2C(=O)CN1C1CCN(Cc2c(Cl)cccc2Cl)CC1 | x | 98 | 89 | 74 | 77 | 84 | 77 | 89
COc1cc(NC(=O)c2nc(-c3ccccc3)n(-c3cccc4ccccc34)n2)cc(OC)c1OC | 75 | 83 | 82 | 93 | 74 | 77 | 78 | 101
S=c1ncc2[nH]c(=S)[nH]c2[nH]1 | 114 | 110 | 102 | 103 | x | 110 | 115 | 98
CCCCC1(O)CCCCC1 | 105 | 106 | 99 | x | x | 103 | x | x
O=c1c2ccccc2sc2c(NCc3ccccc3)nc3ccccc3c12 | 96 | 105 | 94 | 90 | 62 | 87 | 84 | 86
COc1ccc2c(c1)c(C(=O)c1nc(-c3c[nH]c4ccc(Br)cc34)no1)cn2C | 84 | 102 | 75 | 82 | 88 | 78 | 90 | 82
O=C(O)c1ccc(-c2nn(-c3ccc(C(F)(F)F)cc3)cc2CNc2ccc(Oc3ccccc3)cc2)cc1 | 79 | 89 | 85 | 103 | 93 | 48 | 67 | 77
N#Cc1ccc(/C=N/N2CCCCCC2)cc1 | 103 | 106 | 105 | 117 | 94 | 88 | 92 | 97
O=C(/C=C(O)/C=C/c1ccc(C(F)(F)F)cc1)/C=C/c1ccc(C(F)(F)F)cc1 | 101 | 117 | 98 | 96 | 98 | 79 | 100 | 89
CNc1nc(Cl)nc2ncn(C)c12 | 110 | 124 | 118 | 109 | x | 102 | 104 | 97
Cn1cc(-c2nc(N)nnc2-c2c[nH]c3ccc(Br)cc23)c2ccccc21 | 91 | 103 | 110 | 107 | 101 | 102 | 92 | 83
CCOC(=O)C1=C(N)Oc2c(sc3c(C)cccc23)C1c1ccc(Cl)cc1 (stereo unspecified) | 40 | 54 | 21 | 32 | 85 | 46 | 48 | 17
COc1cc2cc3c(nc2cc1OC)CCN3Cc1ccc(NC(=O)c2ccc(F)cc2C)cc1 | 92 | 105 | 97 | 94 | x | 99 | x | 96
COc1ccc(/C=c2\nc3n(-c4ccccc4)c4nc5c(cnn5-c5ccccc5)c(=O)n4n-3c2=O)cc1 | 98 | 135 | 102 | 85 | 83 | 110 | 81 | 105
Cn1c(=O)[nH]c(=O)c2nc(/C=C/c3ccccc3)c(/C=C/c3ccccc3)nc21 | 97 | 103 | 100 | 100 | 103 | 96 | 101 | 92
O=[N+]([O-])c1cccc(-c2nnc(CSc3nnc(-c4ccc(Cl)cc4)o3)o2)c1 | 103 | 108 | 107 | 109 | 102 | 102 | 108 | 102

In the list so far, these contain two or more sulfur atoms:
SMILES | SK-MEL-5 | SK-MEL-28 | M14 | HOP-62 | HOP-92 | A549/ATCC | EKVX | CCRF-CEM
COc1ccc(C(=O)/C=C/c2ccc(C)cc2)cc1S(=O)(=O)Nc1c(N)nc(SC)[nH]c1=O | 92 | 112 | 84 | 102 | 83 | 75 | 103 | 53
Cc1ccc(-n2cc(/C=C/C(=O)c3ccc(S(C)(=O)=O)cc3)c(-c3ccc(S(C)(=O)=O)cc3)n2)cc1 | 94 | 93 | x | 89 | 115 | 103 | 93 | 78
S=c1ncc2[nH]c(=S)[nH]c2[nH]1 | 114 | 110 | 102 | 103 | x | 110 | 115 | 98

Other entries:
SMILES | SK-MEL-5 | SK-MEL-28 | M14 | HOP-62 | HOP-92 | A549/ATCC | EKVX | CCRF-CEM
O=C1Nc2c(Cl)cc(Cl)cc2C12Nc1ccccc1S2 (stereo unspecified) | 83 | 100 | 93 | 104 | 62 | 94 | x | 74
O=C(Nc1c[nH]c(=O)[nH]c1=O)OCc1ccccc1 | 112 | 111 | 102 | 91 | 87 | 103 | 83 | 111
COc1cccc(N)c1 | 103 | 97 | x | 88 | 60 | 106 | 104 | 81
COc1cc2c(c(OC)c1OC)C(=O)CC(c1cccc(NC(=O)c3cc(N)ccc3Cl)c1)O2 (stereo unspecified) | 36 | 57 | 56 | 77 | 69 | 71 | 79 | 22
C[N+](C)(CCOC(c1ccccc1)c1ccccc1)CC(=O)c1ccccc1 | 102 | 100 | 97 | 104 | 97 | 105 | 96 | 121
NC[C@@H]1CCN(c2cc3c(cc2F)c(=O)n(N)c(=O)n3Cc2ccc(-c3ccccc3)cc2)C1 | 72 | 113 | 69 | 77 | 74 | 90 | 85 | 55
CCOCC(=O)C(C#N)c1ccc(Cl)cc1 (stereo unspecified) | 104 | 110 | 103 | 94 | 114 | 97 | 96 | x
CNc1cc(C(=O)O)nc(NC)n1 | 97 | 93 | 93 | 103 | 87 | 101 | 97 | 100
c1ccc2oc(Sc3ncnn3-c3nc4ccccc4o3)nc2c1 | 92 | 103 | 97 | 109 | 105 | 103 | x | 96
CC(C)(CO)N(CC(=O)O)CC(=O)O | 101 | 112 | 105 | 99 | 88 | 95 | x | 88
O=S(=O)(NC1C2c3ccccc3C(c3ccccc32)C1O)c1ccc(Cl)c(Cl)c1 (stereo unspecified) | 100 | 104 | 101 | 101 | 87 | 91 | 85 | 92
CNC(=O)c1c(NC(=O)c2ccc(C(C)(C)C)cc2)sc2cc(O)ccc12 | 71 | 75 | 65 | 66 | 95 | 66 | 81 | 24
CN(C)c1ccc(/C=C/c2nc3ccc(C#N)cc3s2)cc1 | 98 | 118 | 91 | 105 | 85 | 112 | 85 | 16
Cc1ccc(Cl)cc1NC(=O)OC(C)C (tested in a mixture with another compound) | 103 | 119 | 114 | 105 | 74 | 97 | 108 | 104
O=C1COCCN1c1ccc(Nc2nc(Cl)nc(NCCNc3nc(Cl)nc(Nc4ccc(N5CCOCC5=O)cc4)n3)n2)cc1 | 98 | 96 | 101 | 105 | 109 | 91 | 99 | 103
COC(=O)[C@]12CC[C@@H](C)[C@H](C)[C@@H]1C1=CC[C@@H]3[C@@]4(C)C(C=O)=C[C@@](C)(CO)[C@@H]4[C@H](O)C[C@@]3(C)[C@]1(C)CC2 | -86* | -34* | -52* | 12 | -23* | -1.7* | 7.8* | 1.4*
COc1ccc(-c2csc(N/N=C/c3c(C)nn(-c4ccccc4)c3-n3ccnc3)n2)cc1 | 81 | 104 | 100 | 103 | 42 | 77 | 76 | 87
COc1ccc(NC(=O)Nc2ccc(OCc3ccc(F)cc3)cc2)cc1 | 77 | 75 | 77 | 45 | 21 | 59 | 74 | 84
N=C(N)c1nn(C2OC(CO)C(O)C2O)c2nc[nH]c(=O)c12 (stereo unspecified) | -97* | -54* | -55* | -12* | -23* | 19 | -0.3* | -0.8*
CCC(C)OC(=S)S (stereo unspecified) | 98 | 113 | 101 | 97 | 98 | 95 | x | 100
CC/C(=C/c1cccc(OC)c1O)c1ccc2cccc(OC)c2[o+]1 | 102 | 97 | x | 100 | 93 | 103 | 93 | 107
C=CCc1c(O)c(C=O)c(OC)c2c(=O)cc(-c3ccc(OC)cc3)oc12 | 84 | 105 | 93 | 104 | 85 | 90 | 81 | 102
Nc1nc2[nH]c(=S)[nH]c2c(=O)[nH]1 | 111 | 108 | 101 | 94 | 68 | 108 | 109 | 102
Cc1c(C(=O)Nc2nc3ccccc3s2)cnn1-c1ccccc1Cl | 51 | 96 | 43 | 99 | 78 | 88 | 89 | 69
O=c1nc(N2CCOCC2)oc2ccc(-c3cccc4c3sc3ccccc34)cc12 | 90 | 95 | 97 | 95 | 58 | 95 | 95 | 96
O=C1SC(c2ccccc2)=S=C1c1ccccc1 | 110 | 112 | 105 | 93 | 90 | 104 | 98 | 66
Nc1nc(N)nc(Oc2ccccc2)n1 | 100 | 109 | 107 | 102 | 106 | 100 | x | 94
COc1ccc(-c2nc(SCCC(C)C)nc(Nc3ccc(F)c(Cl)c3)c2C#N)cc1 | 94 | 105 | 95 | 89 | 101 | 59 | 56 | 71
CC1=CC(=O)N(c2cccc3c(N4C(=O)C=C(C)C4=O)cccc23)C1=O | 105 | 103 | 96 | 100 | 79 | 97 | 108 | 11
C/C(=N/NC(N)=O)c1ccc([N+](=O)[O-])o1 | 104 | 109 | 95 | 106 | 96 | 131 | 101 | 101
COc1ccc(NC(=O)CSc2nc(-c3cnccn3)cc(-c3cccs3)c2C#N)cc1 | 97 | 106 | 98 | 85 | 85 | 99 | 83 | 100
